# Assay outcomes deposited in PubChem by Broad Institute.
# IDH1 R132H inh: IDH1 R132H (human) inhibition; O75874; IDH1 R132H reductase, diaphorase/resazurin fluorescence, 60 min; inhibition, % at 10 µM; 70,000 compounds, 0.18% hits; in the data active = inhibition above about 34%; inconclusive = no clear call, values can overlap the other calls; inactive = below about 11%;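 also: 0% = DMSO and 100% = no enzyme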
# Target sequence (O75874 whole entry R132H): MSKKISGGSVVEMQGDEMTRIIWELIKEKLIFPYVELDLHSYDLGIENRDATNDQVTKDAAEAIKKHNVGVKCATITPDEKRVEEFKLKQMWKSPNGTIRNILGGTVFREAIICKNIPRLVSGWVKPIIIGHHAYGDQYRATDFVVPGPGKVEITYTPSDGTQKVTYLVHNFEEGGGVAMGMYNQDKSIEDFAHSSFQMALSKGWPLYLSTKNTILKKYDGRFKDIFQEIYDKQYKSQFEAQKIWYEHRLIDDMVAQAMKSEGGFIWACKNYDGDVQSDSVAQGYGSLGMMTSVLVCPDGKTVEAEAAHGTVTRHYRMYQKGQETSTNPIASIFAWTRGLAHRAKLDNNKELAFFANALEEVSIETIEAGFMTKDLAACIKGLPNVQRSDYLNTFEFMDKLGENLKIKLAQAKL
# EZH2 inh: EZH2 (human) methyltransferase inhibition; Q15910; PRC2 H3K27 methylation, DELFIA TRF, 1 h; 57,000 compounds, 0.35% hits; inhibition, % at 12.5 µM; AID 651548;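 active = mean inhibition of replicates at least 50% and every single replicate also reaching 50%; inconclusive = mean inhibition at least 50% but some replicate falls below 50%; inactive = mean inhibition under 50%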;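 also: dimethyl H3K27 on biotinylated H3 21-44 peptide detected by antibody; plate controls were median neutral control wells for no effect and median positive control wells for full effect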
# An asterisk follows results filed as active; ? = inconclusive; / = not tested or not shown. This is a subset; count on the stated rates, not on these rows.
Compound	IDH1 R132H inh	EZH2 inh
C[C@H]1CN([C@@H](C)CO)C(=O)Cc2cc(NC(=O)Cn3cnnn3)ccc2O[C@H]1CN(C)C	0.1	12
C[C@@H]1CN([C@@H](C)CO)C(=O)Cc2cc(NC(=O)Nc3cccc4ccccc34)ccc2O[C@H]1CN(C)Cc1ccc(Oc2ccccc2)cc1	-0.2	/
CCCCCCCC/C=C\C/C=C\C/C=C\CCCC(=O)O	1.7	6
Cc1noc(C)c1NC(=O)Nc1ccc2c(c1)C(=O)N([C@@H](C)CO)C[C@H](C)[C@@H](CN(C)Cc1ccc(Cl)c(Cl)c1)OCCCC[C@H](C)O2	4.2	/
COc1c(O)cc([C@@H]2Oc3cc(O)cc(O)c3C[C@@H]2O)cc1O	0.0	/
C[C@H](CO)N1C[C@H](C)[C@H](CN(C)Cc2ccccc2)Oc2ncc(-c3ccccc3F)cc2C1=O	1.0	1
Cc1ccc(S(=O)(=O)N[C@@H]2CC[C@H](CC(=O)NCc3ccc(Cl)c(Cl)c3)O[C@H]2CO)cc1	-0.2	4
Cn1c(SCC(=O)Nc2ccc(F)c(Cl)c2)nnc1-c1ccncc1	0.0	-12
CC(C)C#Cc1cnc2c(c1)C(=O)N([C@H](C)CO)C[C@@H](C)[C@H](CN(C)C(=O)Nc1cc(F)ccc1F)O2	-8.6	-6
COCC(=O)N(C)C[C@@H]1Oc2cc(-c3cccc(F)c3)ccc2S(=O)(=O)N([C@@H](C)CO)C[C@H]1C	0.0	4
C[C@H](CO)N1C[C@H](C)[C@@H](CN(C)CC2CCCCC2)Oc2ccc(NS(=O)(=O)c3ccc(Cl)cc3)cc2CC1=O	-0.2	15
C[C@@H]1CN([C@H](C)CO)C(=O)c2cc(NC(=O)Nc3cccc4ccccc34)ccc2O[C@@H]1CN(C)S(=O)(=O)c1ccc(F)cc1	0.5	/
COc1ccc(NC(=O)CSc2nc3c(cc2C#N)C(=O)CCC3)cc1	-0.3	3
Cc1sc2ncnc(SCC(=O)Nc3cccc(C(F)(F)F)c3)c2c1C	-0.5	7
C[C@@H]1CN([C@@H](C)CO)C(=O)c2cc(NC(=O)Nc3cccc4ccccc34)ccc2O[C@@H](C)CCCCO[C@H]1CN(C)Cc1ccncc1	-2.5	/
C[C@@H]1CCCCO[C@@H](CN(C)C(=O)Nc2ccc(C(F)(F)F)cc2)[C@H](C)CN([C@@H](C)CO)C(=O)c2cc(N(C)C)ccc2O1	-0.3	-10
O=C(C[C@@H]1C=C[C@H](NC(=O)C2CCOCC2)[C@@H](CO)O1)Nc1ccc(-c2ccccc2)cc1	0.0	5
CCC(=O)N1C[C@@H](C)[C@H](OC)CN(C)C(=O)c2ccc(NC(=O)c3cnccn3)cc2OC[C@@H]1C	-0.1	-3
COc1c(O)cc2c(=O)oc3c(OC)c(O[C@@H]4OC[C@@H](O)[C@H](O)[C@H]4O)cc4c(=O)oc1c2c34	0.1	80*
Cc1ccc(-c2cnc3c(c2)C(=O)N([C@@H](C)CO)C[C@H](C)[C@H](CN(C)C(=O)c2cccc(F)c2)O3)cc1	-0.4	0
Cc1noc(C)c1S(=O)(=O)N(C)C[C@@H]1Oc2ccc(NC(=O)CCCCCC(=O)Nc3ccccc3N)cc2CC(=O)N([C@@H](C)CO)C[C@H]1C	1.1	/
COc1ccc(NC(=O)Nc2ccc3c(c2)[C@H]2C[C@H](CC(=O)O)O[C@@H](CO)[C@H]2O3)cc1	0.2	-3
C[C@@H]1CN([C@H](C)CO)S(=O)(=O)c2ccc(C#C[C@@H](C)O)cc2O[C@H]1CN(C)CC1CC1	/	1
O=C(O)CSc1c[nH]c2ccccc12	2.0	/
C[C@H](CO)N1C[C@H](C)[C@H](CN(C)C(=O)C2CCCCC2)Oc2ncc(Br)cc2C1=O	-3.7	14

# In the list so far, four have a Cl atom.
Compound	IDH1 R132H inh	EZH2 inh
Cc1noc(C)c1NC(=O)Nc1ccc2c(c1)C(=O)N([C@@H](C)CO)C[C@H](C)[C@@H](CN(C)Cc1ccc(Cl)c(Cl)c1)OCCCC[C@H](C)O2	4.2	/
Cc1ccc(S(=O)(=O)N[C@@H]2CC[C@H](CC(=O)NCc3ccc(Cl)c(Cl)c3)O[C@H]2CO)cc1	-0.2	4
Cn1c(SCC(=O)Nc2ccc(F)c(Cl)c2)nnc1-c1ccncc1	0.0	-12
C[C@H](CO)N1C[C@H](C)[C@@H](CN(C)CC2CCCCC2)Oc2ccc(NS(=O)(=O)c3ccc(Cl)cc3)cc2CC1=O	-0.2	15

# Further records
Compound	IDH1 R132H inh	EZH2 inh
O=C(Cc1ccccc1)N[C@@H]1CC[C@@H](CC(=O)N2CCOCC2)O[C@@H]1CO	-0.7	-10
C[C@H](CO)N1C[C@H](C)[C@@H](CN(C)S(=O)(=O)c2ccccc2)Oc2ccc(N(C)C)cc2CC1=O	-4.7	-2
CCC(=O)N1C[C@@H](C)[C@H](OC)CN(C)C(=O)c2ccc(NC(=O)Nc3ccccc3)cc2OC[C@@H]1C	-0.4	7
COc1cccc(NC(=O)N(C)C[C@H]2Oc3cc(-c4ccccc4OC)ccc3S(=O)(=O)N([C@H](C)CO)C[C@H]2C)c1	/	-8
CCC(=O)Nc1ccc2c(c1)OC[C@H](C)N(C(=O)COC)C[C@H](C)[C@H](OC)CN(C)C2=O	0.5	2
CO[C@H]1CN(C)C(=O)c2ccc(NS(C)(=O)=O)cc2OC[C@@H](C)N(C(=O)C2CCCC2)C[C@@H]1C	0.3	2
C[C@@H]1CN([C@@H](C)CO)C(=O)c2cccc(NC(=O)Nc3ccc(F)cc3)c2O[C@H]1CN(C)S(C)(=O)=O	-4.4	-11
CO[C@@H]1CN(C)C(=O)c2cc(NS(=O)(=O)c3ccc(C)cc3)ccc2OC[C@@H](C)N(C(=O)NC(C)C)C[C@H]1C	-0.3	0
C[C@H]1CN([C@@H](C)CO)C(=O)CCCn2cc(nn2)CO[C@H]1CN(C)Cc1cccc2c1OCCCO2	-0.1	0
CO[C@H]1CN(C)C(=O)c2ccc(NC(=O)Nc3ccccc3Cl)cc2OC[C@H](C)NC[C@H]1C	-0.2	-5
C[C@H](CO)N1C[C@H](C)[C@@H](CN(C)C(=O)NC2CCCC2)Oc2cc(/C=C/c3ccccc3)ccc2S1(=O)=O	4.4	2
CCc1cc(-c2n[nH]c(C)c2-c2nc(C)cs2)c(O)cc1OCc1ccc([N+](=O)[O-])cc1	0.0	/
C[C@@H]1CCCCO[C@H](CN(C)Cc2ccccc2)[C@@H](C)CN([C@@H](C)CO)C(=O)c2cc(NS(=O)(=O)c3ccc(F)cc3)ccc2O1	4.4	/
C[C@@H](NC(=O)C[C@@H]1C[C@H]2c3cc(N(C)C)ccc3O[C@H]2[C@@H](CO)O1)c1ccccc1	-2.6	3
COc1ccc(S(=O)(=O)Nc2ccc3c(c2)[C@H]2C[C@@H](CC(=O)NCC4CC4)O[C@H](CO)[C@H]2O3)cc1	74*	7
CCCN(C)C[C@@H]1Oc2ncc(C#Cc3ccc(F)cc3)cc2C(=O)N([C@H](C)CO)C[C@@H]1C	-0.7	-25
Cc1onc(-c2c(F)cccc2Cl)c1C(=O)N[C@@H]1C(=O)N2C(C(=O)O)C(C)(C)S[C@H]12 (stereo not given in full)	1.1	/
CCC(=O)N(C)C[C@@H]1Oc2cc(-c3ccc(C#N)cc3)ccc2S(=O)(=O)N([C@@H](C)CO)C[C@@H]1C	-4.0	-14
C[C@H](CO)N1C[C@H](C)[C@H](CN(C)C(=O)Nc2ccc(F)cc2)Oc2ncc(/C=C/c3ccccc3)cc2C1=O	-0.8	/
C[C@H](CO)N1C[C@H](C)[C@H](CN(C)C(=O)Nc2cccc3ccccc23)Oc2ncc(-c3ccccc3)cc2C1=O	-0.5	/
Cc1cccc(N(CC(=O)Nc2cccc([N+](=O)[O-])c2)S(C)(=O)=O)c1C	0.2	-3
COc1cccc(NC(=O)N(C)C[C@H]2Oc3cc(-c4ccccc4F)ccc3S(=O)(=O)N([C@@H](C)CO)C[C@H]2C)c1	-0.1	/
CCCC(=O)Nc1ccc2c(c1)C(=O)N(C)C[C@@H](OC)[C@@H](C)CN(C(=O)C1CCCC1)[C@@H](C)CO2	0.1	8
COc1ccccc1C#Cc1cnc2c(c1)C(=O)N([C@@H](C)CO)C[C@H](C)[C@@H](CN(C)C(C)=O)O2	-6.3	/
CO[C@@H]1CN(C)C(=O)c2cc(NS(C)(=O)=O)ccc2OC[C@H](C)N(C)C[C@@H]1C	-0.1	11

# The list continues.
Compound	IDH1 R132H inh	EZH2 inh
C[C@@H]1CCCCO[C@@H](CN(C)C(=O)Nc2ccc(C(F)(F)F)cc2)[C@@H](C)CN([C@@H](C)CO)C(=O)c2cc(N(C)C)ccc2O1	4.9	-6
C[C@@H]1CCCCO[C@H](CN(C)Cc2ccc(Cl)c(Cl)c2)[C@@H](C)CN([C@H](C)CO)C(=O)c2cc(NC(=O)Nc3ccc(F)cc3)ccc2O1	-0.9	/
O=C(C[C@H]1CC[C@H](NC(=O)c2ccc3c(c2)OCO3)[C@H](CO)O1)NCc1ccc(F)cc1	0.1	-10
CO[C@H]1CN(C)C(=O)c2cc(NC(=O)C3CCC3)ccc2OC[C@@H](C)N(CC2CCCCC2)C[C@H]1C	0.1	1
CO[C@H]1CN(C)C(=O)c2ccc(NC(C)=O)cc2OC[C@@H](C)N(C(=O)c2ccccc2)C[C@H]1C	0.2	-1
C[C@H]1CN([C@@H](C)CO)C(=O)CCCn2nncc2CO[C@@H]1CN(C)S(=O)(=O)c1ccc(Cl)cc1	-0.2	1
COc1ccc(C)cc1S(=O)(=O)N1CCC(C(=O)Nc2cccc(C(C)=O)c2)CC1	0.1	-24
CCCNC(=O)N[C@H]1C=C[C@H](CC(=O)NC2CCC2)O[C@@H]1CO	0.2	4
Cc1nnc(SCc2nnnn2-c2ccccc2)[nH]c1=O	2.2	-6
CN(C)CC(=O)N[C@H]1C=C[C@H](CC(=O)NCCN2CCCCC2)O[C@@H]1CO	-0.3	6
Cc1ccc(O)c(/C=N/NC(=O)c2ccccn2)c1	/	13
Cc1noc(C)c1S(=O)(=O)N(C)C[C@H]1OCCCC[C@@H](C)Oc2ccc(NS(C)(=O)=O)cc2C(=O)N([C@@H](C)CO)C[C@@H]1C	2.7	/
O=C(Nc1ccc(S(=O)(=O)Nc2nccs2)cc1)C1COc2ccccc2O1 (stereo not given)	?	-1
Cc1ccc(-c2noc(CSc3nc(C)c(C)c(=O)[nH]3)n2)cc1	-0.6	17
CCc1cccc(C)c1NC(=O)CN(C)S(=O)(=O)c1ccccc1	-0.5	-6
O=c1cc(N2CCOCC2)oc2c1ccc1ccccc12	0.5	0
O=C(C[C@@H]1C=C[C@H](NC(=O)CN2CCOCC2)[C@H](CO)O1)NCc1cccc(F)c1	-0.1	0
C[C@@H]1CN([C@@H](C)CO)C(=O)c2cc(C#CC3CC3)cnc2O[C@@H]1CN(C)C(=O)Cc1ccccn1	/	-12
COc1ccc(OC)c(NC(=O)COc2ccc(C(=O)Nc3cccc(C)c3C)cc2)c1	0.6	8
CC(C)NC(=O)Nc1cccc2c1O[C@H](CN(C)C(=O)Nc1ccc3c(c1)OCO3)[C@@H](C)CN([C@H](C)CO)C2=O	3.3	/
C[C@@H](O)C#Cc1cnc2c(c1)C(=O)N([C@@H](C)CO)C[C@H](C)[C@@H](CN(C)C(=O)CC1CC1)O2	0.5	-3
C[C@@H]1CN([C@@H](C)CO)C(=O)c2ccccc2-c2ccccc2CO[C@H]1CN(C)Cc1ccc(C(=O)O)cc1	/	-16
COc1ccc(S(=O)(=O)N(C)C[C@H]2OCCCC[C@H](C)Oc3ccc(NC(=O)Nc4c(C)noc4C)cc3C(=O)N([C@@H](C)CO)C[C@@H]2C)cc1	0.6	/
C=CCn1c2ccccc2c2nnc(SCc3ccccc3F)nc21	0.1	47
C[C@@H]1CN([C@H](C)CO)C(=O)Cc2cc(NC(=O)Cc3ccccc3)ccc2O[C@H]1CN(C)C(=O)Nc1cccc2ccccc12	-0.7	4

# Later entries
Compound	IDH1 R132H inh	EZH2 inh
CO[C@H]1CN(C)C(=O)c2cc(NC(=O)C3CCC3)ccc2OC[C@H](C)N(Cc2nccs2)C[C@@H]1C	0.2	-4
C[C@H](CO)N1C[C@H](C)[C@@H](CN(C)C(=O)Nc2ccc(C(F)(F)F)cc2)Oc2ccc(NC(=O)C3CCCCC3)cc2CC1=O	1.4	/
CO[C@H]1CN(C)C(=O)c2cc(NS(=O)(=O)c3cn(C)cn3)ccc2OC[C@@H](C)NC[C@@H]1C	-0.1	5
C#Cc1ccc([C@@H]2C=C(C(=O)OCC=C)O[C@H](OCc3ccc(CO)cc3)C2)cc1	/	21
C[C@@H]1CN([C@@H](C)CO)C(=O)c2cccc(NC(=O)C3CC3)c2O[C@@H]1CN(C)Cc1ccc(C(=O)O)cc1	0.9	-16
O=C(CN1CCOCC1)N[C@H]1CC[C@H](CCNC(=O)C2CCC2)O[C@H]1CO	73*	15
Cc1cc(C)c(C)c(S(=O)(=O)NCCC(=O)O)c1C	0.1	-13
CO[C@H]1CN(C)C(=O)c2ccc(NS(=O)(=O)c3cccc(C)c3)cc2OC[C@@H](C)NC[C@H]1C	-0.1	9

# Two entries drawn at random from those above, as already listed:
Compound	IDH1 R132H inh	EZH2 inh
CO[C@H]1CN(C)C(=O)c2ccc(NS(=O)(=O)c3cccc(C)c3)cc2OC[C@@H](C)NC[C@H]1C	-0.1	9
C[C@H](CO)N1C[C@H](C)[C@@H](CN(C)C(=O)Nc2ccc(C(F)(F)F)cc2)Oc2ccc(NC(=O)C3CCCCC3)cc2CC1=O	1.4	/
